TGFb inhibitor – blocks TGF-b signaling; HepG2 CAGA-GFP TGF-b/SMAD3 reporter, GFP fluorescence, 18 h; TGF-beta stimulated, 500 pg/mL final; Potency, µM (series often up to 46.1 µM), without a hit: top-dose activity, negative = inhibition, usual class: inhibitors; 1.2% of 410,000 active; further: potency means the concentration at half of the fitted maximal effect; on the % scale 0 is the no-effect control and ±100 the full control effect; nearly all actives have a fitted effect of over 65% in size
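Cell-based qHTS in HEPG2 carrying a CAGA-GFP Smad reporter; compounds added before 500 pg/mL final TGF-beta, 18 h incubation at 37 degrees C, GFP fluorescence quantified per cell by imaging cytometry.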
A549 viability – A549 cytotoxicity, counter-screen for Nrf2 inhibitors; AID 504648; A549 ARE-Fluc cells, CellTiter-Fluor viability, 18-24 h; 0.16% of 390,000 active; Potency, µM (titrated, usually from 46 µM), inactives show top-dose activity change, negative = cytotoxicity, hits mostly inhibitors; further: potency means the concentration at half of the fitted maximal effect; on the % scale 0 is the no-effect control and ±100 the full control effect
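Cytotoxicity counterscreen: CellTiter-Fluor fluorescence was measured in A549 ARE_Fluc cells after 18-24 h of compound exposure in a concentration series. The subsequent BugLite luminescent read reports ARE-luciferase activity.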
EPAC2 antagonist – EPAC2 (human) antagonism; 0.18% of 360,000 active; EPAC2 GEF exchange of Rap1B-BODIPY-GDP, fluorescence; AID 720708; Potency, µM (top dose mostly 114 µM), for inactives: at the highest dose activity, negative = inhibition, usual class: inhibitors; Q8WZA2; further: potency means the concentration at half of the fitted maximal effect; on the % scale 0 is the no-effect control and ±100 the full control effect; nearly all actives have a fitted effect of over 45% in size; many of its hits are not listed in these tables
Target sequence (Q8WZA2 whole entry, looked up): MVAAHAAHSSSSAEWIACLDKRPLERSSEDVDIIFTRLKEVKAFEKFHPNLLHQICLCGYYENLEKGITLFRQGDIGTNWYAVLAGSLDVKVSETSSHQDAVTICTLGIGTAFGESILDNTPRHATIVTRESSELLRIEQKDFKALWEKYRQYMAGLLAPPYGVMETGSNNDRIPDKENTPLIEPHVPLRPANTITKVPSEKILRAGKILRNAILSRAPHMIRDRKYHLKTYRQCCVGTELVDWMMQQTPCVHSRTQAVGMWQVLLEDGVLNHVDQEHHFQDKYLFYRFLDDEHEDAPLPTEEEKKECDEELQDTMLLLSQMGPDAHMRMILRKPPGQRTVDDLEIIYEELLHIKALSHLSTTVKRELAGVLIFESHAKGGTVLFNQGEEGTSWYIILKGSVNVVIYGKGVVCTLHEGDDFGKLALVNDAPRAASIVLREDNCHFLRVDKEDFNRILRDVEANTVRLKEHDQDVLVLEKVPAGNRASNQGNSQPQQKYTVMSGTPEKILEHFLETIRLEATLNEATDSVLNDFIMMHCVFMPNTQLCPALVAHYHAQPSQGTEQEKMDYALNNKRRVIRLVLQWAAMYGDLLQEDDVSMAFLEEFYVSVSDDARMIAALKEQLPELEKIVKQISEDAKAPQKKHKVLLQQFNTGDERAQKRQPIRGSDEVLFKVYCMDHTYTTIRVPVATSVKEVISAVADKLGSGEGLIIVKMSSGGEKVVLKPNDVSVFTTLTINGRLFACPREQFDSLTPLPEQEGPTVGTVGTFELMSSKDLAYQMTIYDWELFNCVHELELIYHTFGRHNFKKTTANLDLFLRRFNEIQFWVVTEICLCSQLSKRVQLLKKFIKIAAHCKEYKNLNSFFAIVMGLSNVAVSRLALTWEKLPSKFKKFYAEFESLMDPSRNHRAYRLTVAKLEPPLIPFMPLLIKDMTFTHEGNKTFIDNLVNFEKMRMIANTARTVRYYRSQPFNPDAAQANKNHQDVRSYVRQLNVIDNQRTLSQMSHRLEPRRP
EPAC2 agonist – activates human EPAC2 exchange factor; EPAC2 activation, biochemical qHTS; response scale: 100% = 6.5 mM cAMP response; Potency, µM (titrated, usually from 154 µM), for the others: at the top dose activation, hits mostly activators; 0.079% of 360,000 active; AID 720711; further: potency means the concentration at half of the fitted maximal effect; nearly all actives have a fitted effect of over 50% in size
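qHTS, titration series. 100 nM EPAC2 / 250 nM Rap1B-BODIPY-GDP / 50 uM GDP; RT; ex 480/em 540 nm, 5-min reads to 30 min. Norm. to 6.5 mM cAMP = activation.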
MmCpn inh – M. maripaludis TRiC chaperonin inhibition; Potency, µM (doses to about 76.9 µM), inactives show top-dose activity, negative = inhibition, hits mostly inhibitors; 0.031% of 330,000 active; purified Mm-Cpn ATPase, ADP Transcreener TR-FRET; further: potency means the concentration at half of the fitted maximal effect; on the % scale 0 is the no-effect control and ±100 the full control effect; nearly all actives have a fitted effect of over 80% in size
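Reaction buffer contained 30 mM Tris pH 7.4, 100 mM KCl, 5 mM MgCl2 and 1 mM DTT. Mm-CPN (25 nM final) hydrolysed 10 uM ATP over 30 min at 37°C; ADP was read by HTRF.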
pAkt inh – inhibitors of Akt phosphorylation; Neuro2A IGF-stimulated pAkt S473 HTRF, 20 min; hits give low values; activity change, % for hits at 50 µM; 0.32% of 360,000 active; in the data active means activity change below about -80%; inconclusive means mostly about -51% to -80%; further: on the % scale 0 is the no-effect control and ±100 the full control effect
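Single-point screen (50 µM final compound) in Neuro2A cells stimulated 20 min with 6 nM IGF at 37 deg C. After lysis, Ser473-phosphorylated Akt read by HTRF (ex 330 nm, em 615/665 nm) as the 665/615 ratio.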
CCT modulator – modulators of cytosolic chaperonin (CCT/TRiC) activity. purified chaperonin ATPase assay, HTRF ADP detection, 30 min. activity change, % (test concentration not listed), hits read low. 0.3% of 360,000 active; in the data active means activity change below about -30%; further: on the % scale 0 is the no-effect control and ±100 the full control effect
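TRiC (40 or 20 nM final, by batch activity) in 30 mM Tris pH 7.4, 100 mM KCl, 5 mM MgCl2, 1 mM DTT was treated with compound at 76 uM single dose, then 10 uM ATP, 30 min at 37 °C. ADP was read by HTRF Transcreener.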
Nrf2 block – blocks Nrf2 signaling. AID 504444. Potency, µM (top dose mostly 46 µM), for the others: top-dose activity change, negative = inhibition, actives largely listed as inhibitors. 2.1% of 360,000 active. A549 ARE-Fluc reporter, luciferase luminescence, 18-24 h; further: potency means the concentration at half of the fitted maximal effect; on the % scale 0 is the no-effect control and ±100 the full control effect; nearly all actives have a fitted effect of over 60% in size
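A549 ARE_Fluc cells (5000/well, 5% FBS OPTI-MEM) pre-incubated 2 h, then treated with compounds 18-24 h at 37C/5% CO2 in concentration-response. CellTiter-Fluor viability read first; BugLite luciferase luminescence after 15 min at room temperature gives Nrf2 activity.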
Nrf2 activator – activates Nrf2 signaling; AREc32 ARE-luciferase reporter (MCF7-derived line), luminescence, 24 h; Potency, µM (doses to about 46.1 µM), without a hit: at the top dose activation, actives largely listed as activators; 0.31% of 410,000 active; further: potency means the concentration at half of the fitted maximal effect; % of control where 0% means no effect; nearly all actives have a fitted effect of over 65% in size
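ARE activation measured as luciferase luminescence (Steady-Glo, 30 min RT) in AREc32_Fluc cells after 24 hr compound exposure at 37 deg C, 5% CO2; cells seeded overnight at 1000/well in OPTI-MEM, 5% FBS.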
Starred values were filed as active, the others as inactive; i = inactive; ? = inconclusive; . = no result given; & = joins results of further samples; [ ] = another dose, or the depositor's remark. Unless noted, the call rests on the fitted dose curve; in most records, active means well fitted curve in the direction sought with a large enough effect; inconclusive means small, poorly fitted or top-dose-only effect, or another doubt; inactive means no such curve, though single readings can be large; an effect the other way counts as inactive or inconclusive. The list is partial; count on the stated rates, not on these rows.

Below each SMILES: TGFb inhibitor, A549 viability, EPAC2 antagonist, EPAC2 agonist, MmCpn inh, pAkt inh, CCT modulator, Nrf2 block, Nrf2 activator
- N=c1c(C(=O)NCc2ccc(F)cc2)cc2c(=O)n3ccccc3nc2n1CC1CCCO1 (stereo not given)
→ -17%, 8%, -10%, 1%, -3%, i, 0.8, 10%, -0.3%
- CNC(C)C#Cc1ccc2c(=O)c3cc(C)c(C)cc3oc2c1 (stereo not given)
→ ?, 17%, 17%, -2%, ., i, 2.6, ?, 19%
- O=C(CN1C(=O)c2ccccc2C1=O)Nc1ccccc1
→ ?, 4%, 3%, 6%, -1%, i, 0.7, -5%, 1.9%
- O=C1NCCCC1C(=O)N1CCN(C(=O)c2ccco2)CC1 (stereo not given)
→ -12%, 1%, 5%, 10%, 1%, i, -6.1, -1%, 0.3%
- COc1ccc2[nH]c(CN3CCN(CC(C)C)C(CCO)C3)c(C)c2c1 (stereo not given)
→ -8%, 15%, -7%, -2%, -1%, i, 0.0, ?, 2.8%
- O=C(COc1ccccc1F)Nc1ccc2[nH]c(=O)[nH]c2c1
→ 3%, -4%, 11%, 9%, 0%, i, 2.8, -2%, 0.7%
- CN(C)C(=O)c1ccc(NC(=O)COC(=O)CCN=C2NS(=O)(=O)c3ccccc32)cc1
→ 7%, 4%, 2%, 4%, ., i, -1.4, 18%, -1.0%
- Cc1ccc(NC(=O)CSc2nn(-c3ccccc3)c(=S)s2)cc1S(=O)(=O)N(C)C
→ ?, ?, -20%, 1%, -7%, i, -1.8, 5.8µM*, 2.1%
- C/C=C/c1ccc(OCCCCN2C(=O)NC(C)(C)C2=O)c(OC)c1
→ -19%, 0%, 14%, 6%, 0%, ., 0.4, 5%, 4.0%
- COc1ccccc1-c1nnc2sc(-c3ccc(N(C)C)cc3)nn12
→ ?, ?, 14%, 8%, 0%, i, 2.7, ?, 0.3%
- Cc1ccc(-c2nnc(-c3cccc4ccccc34)o2)cc1
→ 2%, 9%, -9%, 7%, ., i, 1.1, ?, 14%
- CC(C)C(NC(=O)c1ccccc1F)C(=O)Nc1nccs1 (stereo not given)
→ -29%, -1%, 8%, 5%, 0%, i, -5.7, ?, 0.1%
- COc1ccc2occ(C(C)=O)c2c1
→ -10%, 2%, -3%, 12%, 3%, i, -2.5, ?, -0.6%
- O=C(CSc1nnnn1-c1ccc(F)cc1)Nc1ccccc1F
→ 31%[activator], 3%, -4%, 7%, 1%, i, -3.5, 1%, 2.7%
- CCOC(=O)c1sc(C)c2c(=O)n(Cc3ccc(Cl)cc3)c(C)nc12
→ -2%, -2%, -2%, 9%, -10%, i, -1.4, -4%, -0.4%
- CCc1ccc(NC(=O)C2CCCN(S(=O)(=O)c3c(C)[nH]c(=O)[nH]c3=O)C2)cc1 (stereo not given)
→ 6%&-11%, -7%&1%, -11%, 3%, 0%, i, -1.2, 16%&-1%, -1.0%&-0.4%
- CN(C)/C=C1\C(=O)ON=C1c1ccccc1
→ -5%, 3%, -5%, 11%, 1%, i, -2.7, 10%, -0.3%
- CCCN1CCCc2ccccc21
→ 26%, 4%, 10%, 3%, 0%, ., -0.4, -22%, -0.2%
- COc1ccc2oc(/C=C/N(C)C)c(C(=O)c3ccc(Cl)cc3)c2c1
→ -24%, -7%, -5%, 7%, 0%, i, -2.1, ., -0.4%
- CC(C)(C)c1ccc(-n2ncc3c2CCCC3NC(=O)c2cnccn2)cc1 (stereo not given)
→ -5%, -12%, -3%, -18%, 4%, i, 0.7, ?, 5.1%
- COc1cc(OC)cc(C(=O)NC(=S)Nc2ccc3c4c(cccc24)CC3)c1
→ -15%, 2%, -2%, -9%, -1%, i, 0.3, ., -0.6%
- N#Cc1ccc(CSc2nnc(Cc3cccs3)n2Cc2ccco2)cc1
→ -11%, 2%, 10%, 6%, -3%, i, -1.5, 2%, 4.2%
- C[C@@H](O)CNC(=O)c1[nH]cnc1C(=O)N[C@H](C)c1ccccc1
→ 10%, ., 11%, 6%, ., i, -1.3, ., 0.2%
- O=C(O)CCNc1ccc2c(c1)OCCO2
→ -1%, 7%, -5%, 3%, 2%, i, 1.1, 20%, 0.6%
- S=c1[nH]nc(-c2ccccc2)n1/N=C/c1ccc(-c2ccccc2Cl)o1
→ ?, ?, 3%, -1%, 0%, i, 2.3, 13%, 2.3%
- COc1ccc(-c2ocnc2C(=O)N2CCN(C(=O)C(c3ccccc3)c3ccccc3)CC2)cc1
→ 7%, 1%, 6%, 2%, -5%, i, 1.3, -1%, -0.5%
- CC(=O)c1cc2c(cc1NS(=O)(=O)c1ccc(F)cc1)OCO2
→ -4%, 0%, ?, 10%, 1%, i, -6.0, -6%, 0.0%
- COc1ccc(C2=NOC(C(=O)Nc3cc(C)nn3-c3ccccc3)C2)cc1OC (stereo not given)
→ 4%, 1%, 4%, 16%, 0%, i, -2.2, -8%, 3.0%
- O=C1CC(SCc2nc3ccccc3[nH]2)C(=O)N1c1ccc(Cl)cc1 (stereo not given)
→ -7%, -1%, 14%, 5%, 1%, i, 1.6, -12%, 3.3%
- COc1ccc(C(C)NC(=O)c2ccncc2)cc1OC (stereo not given)
→ 7%, -1%, 6%, 8%, 0%, i, -2.1, 3%, -0.5%
- COc1ccc(Cc2nnc(SCC(=O)NC3(C#N)CCCCC3)n2N)cc1
→ -2%, 7%, 6%, 4%, 0%, i, -3.2, 1%, -0.2%
- Cc1ccc(CN2CCN(C(=O)C3CCC3)CC2)cc1
→ 2%, 3%, -2%, 3%, 0%, i, -2.1, ., -1.1%
- COc1ccc2c(c1)CCc1cnoc1-2
→ -11%, 1%, 9%, 7%, ., i, 2.0, 0%, 0.0%
- Cc1ccc(S(=O)(=O)N(CC(=O)NCCSc2ccccn2)c2cc(C)cc(C)c2)cc1
→ ?, 4%, 5%, 2%, 1%, i, 0.2, ., 4.5%
- CCn1cc(C(=O)NCCCOC)c2cc(OC)c(OC)cc2c1=O
→ 13%, -3%, 4%, -3%, 1%, i, -0.1, 1%, -0.4%
- COCCNC(=O)C(OC(=O)CC1Sc2ccccc2NC1=O)c1ccncc1 (stereo not given)
→ -11%, -4%, 4%, 7%, 2%, i, 1.1, 6%, -0.8%
- CC(Nc1ccc(F)cc1F)C(=O)NC(=O)NC1CCCCC1 (stereo not given)
→ 8%, 0%, -10%, 4%, -1%, i, -3.7, -6%, 0.1%
- COc1ccccc1C1C=C(c2ccc(F)cc2)Nc2nc(-c3ccc(Cl)cc3)nn21 (stereo not given)
→ -13%, 3%, ., ., ., ., ., ?, 4.0%
- Cc1ccc(CNC(=O)CCCCCn2c(=O)c3sccc3n(CC(=O)N3CCCCC3C)c2=O)cc1 (stereo not given)
→ 10%, 1%, ., ., ., ., ., 6%, -1.0%
- COC(=O)NC(NC(=S)Nc1ccc([N+](=O)[O-])cc1)C(Cl)(Cl)Cl (stereo not given)
→ ?, -15%, -7%, 6%, 5%, i, 1.4, ?, 1.8%
- CCCNc1sc(S(=O)(=O)CCC)nc1S(=O)(=O)c1ccc(C)cc1
→ -1%, 6%, -4%, 14%, 3%, i, -1.1, -20%, -0.3%
- CCc1ccc(NC(=O)CCn2nc(C)c(S(=O)(=O)N3CCCCC3)c2C)cc1
→ ?, 5%&-5%, -3%, 4%, 0%, i, 0.7, -9%, 0.0%&3.7%
- COc1ccc(Cn2ccn(Cc3cccc(OC)c3)c(=O)c2=O)cc1
→ -24%, ?, ., ., ., ., ., ?, 0.1%
- COc1cc(NS(=O)(=O)c2ccc(NC(=O)c3cccs3)cc2)nc(OC)n1
→ 1%, 7%, -4%, 7%, -2%, i, -2.8, 1%, -0.6%
- Nc1nc(Cl)nc2c1ncn2[C@H]1C[C@H](O)[C@@H](CO)O1
→ ?, 2%, ?, 3%, -2%[15.4 µM], ., 0.7, 0.013µM*, 0.4%
- CCc1nccn1S(=O)(=O)c1cc(OC)c(Cl)cc1OC
→ -4%, -1%, -1%, 2%, 1%, i, 5.4, -21%, 0.4%
- C#CCNC(=O)C1=C[C@H](C2CC2)C[C@H](OCCCCO)O1
→ -5%, -4%, 2%, 10%, ., i, -0.2, -5%, 3.8%
- Cc1ccc(C(=O)COc2ccccc2-c2ccccc2)cc1C
→ 1%, -8%, -1%, -3%, 0%, i, -4.0, 3%, -0.6%
- N#CCCn1nc(-c2ccccc2)c2ccccc2c1=O
→ -6%, 18%, 7%, 17%, -1%, i, -1.2, -1%, -0.7%
- CC(=O)N(CCO)Cc1cc2cc(C)cc(C)c2[nH]c1=O
→ 2%, -4%, -7%, 3%, -1%, i, -2.4, 9%, 0.3%
- O=C(NCCS(=O)(=O)c1ccc(Br)cc1)c1ccccc1
→ 34%[activator], 2%, 0%, 2%, 2%, i, -3.1, 16%, -0.2%
- COCC(C)n1c(C)cc(C(=O)COC(=O)c2nc3nc(C)cc(C)n3n2)c1C (stereo not given)
→ 25%, -7%, 6%[57.1 µM], 1%, 1%, i, -2.0, 3%, -0.8%
- NC(=O)c1nn(-c2ccc(Oc3ccccc3)cc2)c(=O)cc1O
→ 6%, 5%, -22%, -1%, 0%, i, 0.7, 24%, -0.6%
- CCN(CC)C(=O)C(c1ccccc1)S(=O)(=O)N1CCOCC1 (stereo not given)
→ -5%, ., -2%, 5%, ., i, 1.2, ., 0.0%
- CCOc1ccccc1NC(=O)Cn1c(=O)n(-c2ccc(Cl)cc2)c(=O)c2oc3ccccc3c21
→ -4%, 6%, ., ., ., ., ., 8%, 3.5%
- COc1cccc(CNCC(=O)NC(=O)NC2CCCC2)c1
→ 25%, -2%, 1%, 3%, -4%, i, -2.2, -6%, 0.4%
- c1ccc(CNc2ncn[nH]2)cc1
→ -5%, ., 2%, 14%, ., i, -2.4, ., 1.9%
- CCOc1ccc(S(=O)(=O)N2c3ccccc3CC2C)cc1 (stereo not given)
→ ?, -16%, -1%, 4%, 0%, i, 0.2, ?, -0.4%

Source: PubChem (National Center for Advancing Translational Sciences (NCATS))
